CXCR6 inh: blocks human CXCR6 beta-arrestin recruitment; hit rate 0.36% among 360,000; inhibition, % at 20 µM; AID 602244; CHO-K1 PathHunter CXCR6 beta-arrestin, luminescence; in the data active = inhibition above about 34%, passing the limit was not always enough;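 note: antagonist mode with CXCL16 agonist at 10 nM final; 0% = 10 nM CXCL16 with DMSO and 100% = unstimulated wells without agonist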
Target sequence (O00574 whole entry, looked up): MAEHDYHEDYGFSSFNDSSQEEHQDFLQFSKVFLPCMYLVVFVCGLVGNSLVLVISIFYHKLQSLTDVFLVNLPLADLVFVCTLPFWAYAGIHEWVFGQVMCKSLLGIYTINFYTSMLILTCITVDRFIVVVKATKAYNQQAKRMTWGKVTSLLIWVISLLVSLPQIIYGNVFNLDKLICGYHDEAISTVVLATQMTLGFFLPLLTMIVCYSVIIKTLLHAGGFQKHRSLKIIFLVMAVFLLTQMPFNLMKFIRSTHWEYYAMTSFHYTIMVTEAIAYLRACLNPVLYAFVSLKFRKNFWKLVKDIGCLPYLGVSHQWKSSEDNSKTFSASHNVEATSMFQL
Jurkat NFkB inh: lowers PMA/ionomycin-induced NF-kB signal in Jurkat cells | hit rate 0.53% among 330,000 | AID 435003 | inhibition, % at 4 µM | PMA/ionomycin-induced NF-kB luciferase reporter, luminescence; in the data active = inhibition above about 50%
Gli-Sufu antag: antagonists of Gli-Sufu signaling; AID 588413; hit rate 0.74% among 340,000; Sufu-KO-LIGHT fibroblasts, Gli luciferase reporter luminescence; inhibition, % at 5 µM;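 active = inhibition above about 55%, limit read from the data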;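 note: 0% = DMSO-treated cells and 100% = wells with medium but no cells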
CCR6 antagonist: blocks CCL20-driven beta-arrestin recruitment at human CCR6; P51684; CHO-K1 CCR6 PathHunter beta-arrestin, luminescence, CCL20-stimulated; inhibition, % at 20 µM; hit rate 0.49% among 340,000; AID 493098;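 active = compounds whose inhibition of the agonist-driven luminescence signal at 20 µM reaches about 50%, limit read from the data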;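 note: cells stimulated with CCL20 at 14 nM final; plate controls were DMSO with CCL20 for no effect and DMSO without agonist for full effect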
Target sequence (P51684 whole entry, looked up): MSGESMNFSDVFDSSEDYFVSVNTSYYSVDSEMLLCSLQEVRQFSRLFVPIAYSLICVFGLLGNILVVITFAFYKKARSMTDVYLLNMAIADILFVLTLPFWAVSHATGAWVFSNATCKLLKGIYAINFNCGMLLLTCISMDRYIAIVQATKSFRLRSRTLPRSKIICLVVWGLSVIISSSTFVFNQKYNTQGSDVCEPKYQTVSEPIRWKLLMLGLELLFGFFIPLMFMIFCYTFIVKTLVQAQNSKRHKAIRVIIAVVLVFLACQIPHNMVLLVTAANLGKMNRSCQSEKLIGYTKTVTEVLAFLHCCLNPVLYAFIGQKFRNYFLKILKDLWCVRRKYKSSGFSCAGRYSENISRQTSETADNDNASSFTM
EBI2 block: antagonists of human EBI2 receptor. P32249. EBI2 beta-arrestin recruitment, luminescence, 7a,25-OHC stimulated. inhibition, % at 5 µM. hit rate 0.81% among 360,000. AID 651636; in the data active = inhibition above about 38%;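 note: enzyme fragment complementation signal reports receptor beta-arrestin coupling in cells; 0% = agonist plus DMSO wells and 100% = wells without agonist; some results beyond the cut were filed as inactive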
APJ antagonist: blocks the human apelin receptor APJ | P35414 | CHO-K1 APJ beta-arrestin complementation, luminescence | inhibition, % at 20 µM | hit rate 0.32% among 330,000 | AID 2521;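 active = inhibition above about 40% at 20 µM, limit read from the data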;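 note: cells challenged with 10 nM apelin-13 agonist together with compound; plate controls were apelin-13 plus DMSO wells for no effect and DMSO wells lacking apelin-13 for full effect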
UBC13 polyUb: blocks human UBC13 polyubiquitin chain formation. TR-FRET. inhibition, % at 20 µM. hit rate 0.47% among 330,000; in the data active = inhibition above about 45%, passing the limit was not always enough
Target sequence (P61088 whole entry, looked up): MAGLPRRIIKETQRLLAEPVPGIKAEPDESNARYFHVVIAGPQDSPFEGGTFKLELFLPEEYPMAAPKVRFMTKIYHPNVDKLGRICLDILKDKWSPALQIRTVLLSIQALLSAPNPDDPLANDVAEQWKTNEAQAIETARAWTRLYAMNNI
697 NFkB inh: inhibitors of the PMA/ionomycin-induced NF-kB reporter in 697 B cells; 697 B-cell NF-kB luciferase reporter, 16 h; inhibition, % at 4 µM; hit rate 0.33% among 330,000; AID 435022; in the data active = inhibition above about 35%
An asterisk follows results filed as active; . = no result given.

SMILES	CXCR6 inh	Jurkat NFkB inh	Gli-Sufu antag	CCR6 antagonist	EBI2 block	APJ antagonist	UBC13 polyUb	697 NFkB inh
Cc1cccc(C)c1NC(=O)CNC(=O)C(Cc1ccccc1)NC(=O)c1ccccc1 (stereo not drawn)	-1	-10	40	0	-4	8	0	8
Cc1cccc(N/C=C(\[N+](=O)[O-])S(=O)(=O)c2ccccc2)c1	-1	1	26	-6	-6	-9	-7	-2
COc1ccc(O)c(CN2CCCC(C(=O)Nc3cccc(-n4cccn4)c3)C2)c1 (stereo not drawn)	-3	-5	14	9	-1	-10	0	3
Cc1cc(OC(C)C(=O)NCC2CCC(C(=O)O)CC2)c2c(C)c(Cc3ccccc3)c(=O)oc2c1 (stereo not drawn)	-1	-5	0	2	-8	3	6	29
O=C(COc1ccc(Cl)cc1)OCC(=O)N1CCCC1	-4	12	5	1	-10	9	10	14
CSCC[C@H](NC(=O)[C@@H]1CSC2c3ccccc3C(=O)N21)C(=O)NC1CCCC1 (stereo partly drawn)	4	15	3	2	-7	20	-1	10
Cc1ncc(CN2CCC(C(=O)Nc3ccc(-n4cccn4)cc3)CC2)s1	1	-20	27	6	6	22	1	-5
CSCCC(NS(=O)(=O)c1ccccc1F)C(=O)NC(C)c1ccccc1 (stereo not drawn)	2	7	2	8	3	10	16	6
CCc1nnc(NC(=O)c2ccc(S(=O)(=O)N3CCCCCC3)cc2)s1	-6	-12	-10	-2	-9	-1	-10	-12
O=C(NCc1cccs1)C12CC3CC(CC(C3)C1)C2	4	-17	-1	11	-4	7	5	8
O=C(NC1CCCCC1)C(c1ccco1)N(C(=O)c1csnn1)c1ccc(Cl)cc1 (stereo not drawn)	4	17	21	21	6	18	1	11
Cc1ccccc1-c1nn(-c2ccccc2)cc1C(=O)NCC(c1ccco1)N1CCCC1 (stereo not drawn)	19	-1	2	19	9	2	12	-2
Cn1c(CSc2nc3ccccc3s2)nnc1SCC(=O)NCCCN1CCOCC1	0	0	-9	-7	0	11	10	1
C[C@H]1[C@H](C)CC[C@]2(C)CC[C@]3(C)C(=CC(=O)C4[C@@]5(C)CC[C@H](O)C(C)(C)C5CC[C@]43C)[C@H]12 (stereo partly drawn)	0	-6	-36	5	-3	-3	1	15
Cc1cc(NC(=O)c2nn3cccnc3c2Cl)no1	-5	-97	-52	16	3	4	-3	-69
COc1ccc(NC(=O)c2cc3ccccc3cc2O)cc1	-38	-31	-5	-4	-16	-13	-18	-58
Cc1cccc(-n2c(C)nc3cc(C(=O)NCC4CCCO4)ccc32)c1 (stereo not drawn)	-4	13	-2	-11	-10	10	4	19
CCCCC1=CC2=CC(=O)C(C)(OC(=O)CC)C(=O)C2=CN1CCOC (stereo not drawn)	-12	9	-11	-4	-7	-44	-35	9
O=C(c1ccccc1)c1ccc(N2CCCC2)cc1	5	-51	-73	0	-33	14	32	-87
CCc1cc2c3c(c(=O)oc2cc1OC)CCCC3	7	6	6	7	3	7	10	16
O=C(O)C1C2C=CC3(O2)C1C(=O)N1c2ccccc2COC13 (stereo not drawn)	-12	12	-1	4	-8	14	-8	6
Cc1nn(-c2ccccc2)c(C)c1/C=N/NC(=O)c1cnccn1	-1	-4	1	4	-3	13	-5	-6
Cc1cc2nc(-c3ccc(=O)[nH]c3)n(Cc3ccccc3)c2cc1C	5	-14	6	1	-4	0	2	15
O=C(CCc1n[nH]c(=O)[nH]c1=O)N1CCCCC1	0	7	13	-6	-4	8	-13	0
COc1ccc(NC(=O)CN2CCN(CC(=O)Nc3ccc(F)cc3F)CC2)cc1	8	-4	-19	1	-14	-5	-1	2
CSCCC(NC(=O)c1ccc(Cl)cc1)C(=O)OCC(=O)Nc1cc(Cl)ccc1C#N (stereo not drawn)	-2	23	1	-2	7	-1	10	4
COCCNC(=O)c1onc(CSc2cccc(Cl)c2)c1C(=O)O	5	10	0	12	-10	18	-7	17
COc1ccc(Sc2nc(-c3ccccc3)ncc2C(=O)O)cc1	3	1	-27	15	1	15	8	9
COc1ccccc1C(=O)n1nc(-c2ccccc2)nc1NCc1ccco1	9	-12	-17	24	17	7	6	18
Cc1c(C(=O)N2CCCCCC2)oc2ccccc12	-8	-7	0	8	16	12	11	-15
Cc1c(NC(=O)C23CC4CC(CC(C4)C2)C3)c(=O)n(-c2ccccc2)n1C	1	-12	-2	1	-9	-23	6	-1
O=C(c1ccc2ccccc2c1)N1CCc2ccccc21	1	-43	-16	23	13	4	9	-41
CCCCCOC(=O)C(C)c1c(C)[nH]c(=S)[nH]c1=O (stereo not drawn)	2	-4	27	10	4	17	10	-5
CC(C)(C)NCC(O)COc1ccccc1C(=O)CCc1ccccc1 (stereo not drawn)	12	12	3	15	5	10	11	1
COC(=O)NNC(=O)Cc1cccc2ccccc12	-6	-9	-2	12	-7	8	3	15
CC(=O)Nc1ccc(S(=O)(=O)N(C)CC(=O)OCC(=O)Nc2cc(C)on2)cc1	-3	-1	6	4	-7	16	-2	18
O=C(CSc1ncn[nH]1)NN(c1ccccc1)c1ccccc1	3	-1	-4	10	-2	-2	9	12
O=[N+]([O-])c1ccc2c(c1)nc1n2CCN(C2CCCCC2)C1	-2	-17	4	4	4	6	-19	-14
CCOc1cccc(C(=O)Nc2cccc(-c3nnc(-c4ccc(C)cc4)o3)c2)c1	2	15	-17	9	7	-6	0	-24
O=c1cc(CN2CCN(c3ccccn3)CC2)nc2sccn12	5	-11	1	7	-1	9	-24	4
CCc1cc(=O)oc2cc(OCC=C(C)C)ccc12	-6	4	-7	9	4	-1	5	1
COc1cccc(Nc2nc(C)cc(C)c2C(N)=O)c1	-1	5	33	5	-4	6	4	-1
CCc1cc2c(-c3ccccc3)cc(=O)oc2cc1OCC(C)=O	10	15	-1	5	8	-5	2	8
O=C(c1cccn(Cc2ccc(C(F)(F)F)cc2)c1=O)N1CCOCC1	-8	-2	-7	5	1	-12	0	6
COc1ccc(-c2nn(-c3ccccc3)cc2C(N)=O)cc1OC	3	-7	-3	9	4	-36	-6	-18
CC(C)C(=O)NC(C)C(c1cccs1)N1CCN(c2ccccc2)CC1 (stereo not drawn)	4	-7	-36	6	0	-1	-4	2
Nc1nnc(CCOc2ccccc2Cl)s1	2	-9	-5	-1	-1	9	6	3
COc1ccc(N2CCN(C(=O)COC(=O)COc3ccc(C#N)cc3)CC2)cc1	1	4	-5	3	-2	24	-4	18
Cc1ccccc1-c1nnn(CC(=O)NCc2ccc3c(c2)OCO3)n1	-7	16	7	-8	-12	8	6	8
CNC(=O)CN(CCc1ccccc1)S(=O)(=O)c1ccc(OC)cc1	-4	8	1	5	-9	-1	1	-22
COc1cc(OC)c(C(=O)O/N=C(\N)c2cccc(C)c2)cc1OC	-33	-9	0	7	3	-22	-2	-18
O=C(Nc1ccc(N2CCCC2)cc1)c1cccc(-c2cc3ccccc3oc2=O)c1	-10	-40	-4	25	-4	9	-17	-60
Nc1ccccc1SC1CC(=O)N(c2ccc3c(c2)OCO3)C1=O (stereo not drawn)	1	-1	-10	1	-13	19	2	0
CCC(CC)C(=O)N1c2ccc(F)cc2CCC1C (stereo not drawn)	6	0	0	1	-3	11	9	2
CC(C)N(C)C(=O)C(=O)c1cccn1-c1cccc(Cl)c1C#N	-7	0	-7	12	4	-2	7	-3
O=C(NCCC1=CCCCC1)C1CCN(C(=O)Cc2ccccc2)CC1	9	4	7	10	8	11	-5	-3
CCN(CC)S(=O)(=O)c1cc(NC(=O)C2=COCCO2)ccc1Cl	5	9	-5	13	-8	-16	-5	-36
O=C(COC(=O)c1ncc(Cl)c(Cl)c1Cl)NCCc1ccccc1	-7	-1	-7	-1	-11	8	-6	-25
COCCN1C(=O)N[C@@H](c2ccco2)C(C(C)=O)=C1C	-7	19	4	13	-3	-18	0	2
C=CCCCCc1nc2ccccc2c(=O)n1N	2	1	34	-2	-4	14	12	-18

Following part.
SMILES	CXCR6 inh	Jurkat NFkB inh	Gli-Sufu antag	CCR6 antagonist	EBI2 block	APJ antagonist	UBC13 polyUb	697 NFkB inh
CC(C)(C)c1ccc(OCC(=O)Nc2ccc(-c3nc4cccnc4o3)cc2)cc1	-4	-47	6	11	-16	7	3	-60
CSc1nc(C)cc(Oc2ccc(=O)[nH]n2)n1	-1	14	-1	14	-17	7	6	20
CCN1CCN(c2ccc([N+](=O)[O-])cc2S(=O)(=O)N2CCOCC2)CC1	8	3	-14	-4	2	-4	-3	7
CSc1ccc(S(=O)(=O)Nc2c(C)n(C)n(-c3ccccc3)c2=O)cc1	3	3	-2	-2	-11	10	2	4
CCc1ccc(-n2c(C)nc3cc(C(=O)NCc4cccnc4)ccc32)cc1	-5	9	-1	1	2	16	3	16
CCN(CCCNC(=O)CN1C(=O)COc2ccc(S(=O)(=O)N3CCC(C)CC3)cc21)Cc1ccccc1	10	-1	47	22	12	4	1	-50
COc1cccc(OC)c1C(=O)OCC(=O)N(C)c1ccccc1	4	7	17	-3	-3	15	4	0
CCC(C)NC(=O)C1c2ccccc2C(=O)N1Cc1cc(OC)ccc1OC (stereo not drawn)	3	3	1	10	3	2	3	0
CC(C)n1cc(CN2CCCC(C(=O)Nc3ccccc3Oc3cccnc3)C2)cn1 (stereo not drawn)	6	3	9	1	-4	4	-1	24
S=c1[nH]nc(CN2CCCCC2)n1-c1ccc(Cl)cc1	-10	-5	4	4	-6	14	11	8
CC1CCCCN1C(=O)COC(=O)c1cc([N+](=O)[O-])ccc1N (stereo not drawn)	9	0	-11	9	6	15	3	13
O=C(O)c1ccccc1-c1ccccc1C(=O)Nc1nc2ccccc2s1	-6	-7	-2	7	-2	9	-7	9

5 entries drawn at random from those above:
SMILES	CXCR6 inh	Jurkat NFkB inh	Gli-Sufu antag	CCR6 antagonist	EBI2 block	APJ antagonist	UBC13 polyUb	697 NFkB inh
CC(C)n1cc(CN2CCCC(C(=O)Nc3ccccc3Oc3cccnc3)C2)cn1 (stereo not drawn)	6	3	9	1	-4	4	-1	24
S=c1[nH]nc(CN2CCCCC2)n1-c1ccc(Cl)cc1	-10	-5	4	4	-6	14	11	8
CC(C)(C)c1ccc(OCC(=O)Nc2ccc(-c3nc4cccnc4o3)cc2)cc1	-4	-47	6	11	-16	7	3	-60
CCC(C)NC(=O)C1c2ccccc2C(=O)N1Cc1cc(OC)ccc1OC (stereo not drawn)	3	3	1	10	3	2	3	0
CSc1ccc(S(=O)(=O)Nc2c(C)n(C)n(-c3ccccc3)c2=O)cc1	3	3	-2	-2	-11	10	2	4

Remaining list, next part.
SMILES	CXCR6 inh	Jurkat NFkB inh	Gli-Sufu antag	CCR6 antagonist	EBI2 block	APJ antagonist	UBC13 polyUb	697 NFkB inh
Cc1ccc(-c2noc(=O)n2CC(=O)c2ccc(Cl)cc2)cc1	-3	-17	-18	8	-5	-13	1	0
CC(C)C(=O)Nc1c2c(nc3c1CCC3)CCCC2	-5	-15	3	14	-6	18	4	9
Cc1ccc(C2(C)NC(=O)N(CC(=O)NCc3ccccc3Cl)C2=O)cc1 (stereo not drawn)	1	13	9	1	-1	1	10	21
COc1cc(C(C)=O)ccc1OC(=O)C(C)N1C(=O)c2ccccc2C1=O (stereo not drawn)	1	8	-3	0	-8	6	-1	8
CC(C)(C)C(=O)Nc1nc2ccc(S(C)(=O)=O)cc2s1	4	-35	-49	7	-8	12	1	-30
Cc1ccccc1S(=O)(=O)Cc1ccc(C(=O)NCCN2CCCCC2C)o1 (stereo not drawn)	-3	-20	1	10	4	3	5	-14
COc1ccc(-c2nc(=S)c3c([nH]2)Oc2ccc(C)cc2C3)cc1O	1	1	6	6	2	7	-6	-6
COc1ccc(Cl)cc1S(=O)(=O)N1CCC(C(=O)NC2CCCC2)CC1	-1	6	2	-3	3	-2	1	10
CCCS(=O)(=O)c1nc(S(=O)(=O)c2ccc(C)cc2)c(NCc2ccc3c(c2)OCO3)s1	8	11	3	7	4	0	3	6
CC1=NN(c2nc(-c3ccc(C)cc3)cs2)C(=O)C1N=Nc1ccc(C(N)=O)cc1 (stereo not drawn)	19	.	9	35	-5	.	.	.
Nn1c(SCC(=O)NC2CCCC2)nnc1-c1ccccc1F	4	-2	8	5	-10	-13	-2	5
CC(C)C(=O)OCc1cn(-c2ccc(Cl)c(Cl)c2)nn1	0	-3	2	2	-9	-1	6	10

Assay outcomes: PubChem, Sanford-Burnham Center for Chemical Genomics
